PTHR1 agonist = agonists of human PTHR1 parathyroid hormone receptor; HEK293 GP2 PTHR1 cells, GloSensor cAMP luminescence, 1 h; 410,000 compounds, 0.075% hits; AID 743266; Potency, µM (top dose mostly 115 µM), without a hit: at the top dose activation, actives largely listed as activators; further: potency means the concentration at half of the fitted maximal effect; nearly all actives have a fitted effect of over 55% in size; some results filed as inactive show a strong effect at the top dose; inactives centre near -15; many of its hits are not listed in these tables
Target sequence (Q03431 whole entry, looked up): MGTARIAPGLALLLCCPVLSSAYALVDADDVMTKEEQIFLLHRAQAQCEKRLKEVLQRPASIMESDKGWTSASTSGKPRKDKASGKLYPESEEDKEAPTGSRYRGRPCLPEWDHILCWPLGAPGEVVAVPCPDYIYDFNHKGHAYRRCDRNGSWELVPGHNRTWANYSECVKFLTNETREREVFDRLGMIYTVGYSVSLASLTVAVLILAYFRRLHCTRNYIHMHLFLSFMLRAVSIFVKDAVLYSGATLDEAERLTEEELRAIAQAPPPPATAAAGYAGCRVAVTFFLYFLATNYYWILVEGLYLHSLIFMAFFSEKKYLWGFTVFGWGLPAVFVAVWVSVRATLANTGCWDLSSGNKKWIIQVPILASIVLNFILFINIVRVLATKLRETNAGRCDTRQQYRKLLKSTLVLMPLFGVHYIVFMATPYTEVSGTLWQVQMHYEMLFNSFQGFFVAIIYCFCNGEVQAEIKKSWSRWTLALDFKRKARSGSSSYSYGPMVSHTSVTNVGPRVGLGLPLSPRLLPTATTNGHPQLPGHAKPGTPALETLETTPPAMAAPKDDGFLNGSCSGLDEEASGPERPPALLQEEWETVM
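HEK-293-derived GP2 cells expressing PTHR1 and a GloSensor cAMP reporter, 3,000/well, plated overnight, given luciferin plus IBMX (each 0.5 mM as added) for 1 h at 37 °C, then compound for 1 h at 37 °C. Luminescence was read after 15 min at room temperature.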
MmCpn inh = inhibitors of Methanococcus maripaludis chaperonin (MmCpn). purified Mm-Cpn ATPase, ADP Transcreener TR-FRET. Potency, µM (highest dose often 76.9 µM), inactives show at the highest dose activity, negative = inhibition, most hits filed as inhibitors. 330,000 compounds, 0.031% hits. AID 504842; further: potency means the concentration at half of the fitted maximal effect; on the % scale 0 is the no-effect control and ±100 the full control effect; nearly all actives have a fitted effect of over 80% in size
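Compound-treated chaperonin, 25 nM final, turns over 10 uM ATP at 37°C for 30 min following a 10 min preincubation; ADP generated competes with ADP-d2 for Eu-cryptate antibody, lowering FRET.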
FUS yeast rescue = FUS proteinopathy suppression in yeast | S. cerevisiae FUS-expressing, growth rescue, OD600, 24 h | Potency, µM (highest dose often 76.6 µM), inactives show at the top dose growth rescue (activation), hits mostly activators | 390,000 compounds, 0.24% hits;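 further: potency means the concentration at half of the fitted maximal effect; plate controls were DMSO vehicle for no effect and reference control for full effect; nearly all actives have a fitted effect of over 55% in size; some results filed as inactive show a strong effect at the top dose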
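Yeast expressing FUS under galactose induction, OD 0.005 in 2% galactose medium; compounds in a dilution series, 24 h at 30C. Growth rescue by absorbance at 600 nm; CP55940 positive control, DMSO negative.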
aSyn yeast inh = alpha-synuclein toxicity inhibition in yeast. AID 652106. 370,000 compounds, 0.14% hits. Potency, µM (titrated, usually from 46.1 µM), for inactives: at the top dose growth rescue (activation), usual class: activators. Yeast expressing alpha-synuclein, growth rescue, BacTiter-Glo, 24 h; further: potency means the concentration at half of the fitted maximal effect; % of control where 0% means no effect; nearly all actives have a fitted effect of over 65% in size
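Readout is rescue of growth in alpha-synuclein-expressing yeast, so inhibitors of toxicity appear as activators. Growth after 24 hr at 30 deg C in galactose medium is quantified by luminescence.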
HEK293 tox = cytotoxicity counter-screen for GLP-1 receptor inverse agonists | Potency, µM (highest dose often 38.3 µM), without a hit: at the top dose activity change, negative = inhibition, hits mostly inhibitors | 410,000 compounds, 0.13% hits | HEK293 cAMP-luciferase reporter cells, luminescence, 24 h;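 further: loss of luciferase light is scored as toxicity; potency means the concentration at half of the fitted maximal effect; on the % scale 0 is the no-effect control and ±100 the full control effect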
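Cells in DMEM/10% Nu serum/1% pen-strep, 1536-well format. Pre-incubated 12 h, dosed with 23 nL compound, incubated a further 24 h. Luciferase detection, 12 min at room temp, luminescence.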
TDP-43 yeast inh = rescues yeast growth from TDP-43 toxicity; TDP-43 expressing yeast growth rescue, BacTiter-Glo, 24 h; Potency, µM (doses to about 46.1 µM), without a hit: top-dose growth rescue (activation), hits mostly activators; 410,000 compounds, 1.8% hits; further: potency means the concentration at half of the fitted maximal effect; % of control where 0% means no effect; nearly all actives have a fitted effect of over 50% in size
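Growth rescue of TDP-43-toxic yeast measured as ATP luminescence (BacTiter-Glo). Cells grown to mid-log in raffinose, induced in galactose at OD600=0.02, exposed to compound 24 hr at 30 deg C.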
pAkt inh = Akt phosphorylation inhibition. Neuro2A IGF-stimulated pAkt S473 HTRF, 20 min; stronger effect = lower value. activity change, % for hits at 50 µM. 360,000 compounds, 0.32% hits. AID 651550; in the data active means activity change below about -80%; inconclusive means mostly about -51% to -80%; further: on the % scale 0 is the no-effect control and ±100 the full control effect
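Single-point screen (50 µM final compound) in Neuro2A cells stimulated 20 min with 6 nM IGF at 37 deg C. After lysis, Ser473-phosphorylated Akt read by HTRF (ex 330 nm, em 615/665 nm) as the 665/615 ratio.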
Abeta rescue = restores growth of yeast expressing A-beta42 peptide; yeast expressing A-beta42, growth rescue, OD600, 48 h; response scale: 0% DMSO, 100% iron-clioquinol control; Potency, µM (doses to about 46.1 µM), for inactives: at the highest dose growth rescue, actives largely listed as activators; 410,000 compounds, 0.063% hits; further: potency means the concentration at half of the fitted maximal effect; nearly all actives have a fitted effect of over 55% in size
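Growth rescue measured by 600 nm absorbance after 48 h yeast culture at 30 C with compound. Values normalized between DMSO and an equimolar ferric chloride plus clioquinol control.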
GLP1R inv ag = inverse agonists of human GLP-1 receptor; P43220; HEK293 GLP-1R CRE-luciferase, luminescence, 24 h; GLP-1R form is constitutively active; Potency, µM (titrated, usually from 38.3 µM), without a hit: at the highest dose activity change, negative = inhibition, actives largely listed as inhibitors; 410,000 compounds, 1.6% hits; AID 624417; further: potency means the concentration at half of the fitted maximal effect; on the % scale 0 is the no-effect control and ±100 the full control effect; nearly all actives have a fitted effect of over 55% in size
Target sequence (P43220 whole entry, looked up): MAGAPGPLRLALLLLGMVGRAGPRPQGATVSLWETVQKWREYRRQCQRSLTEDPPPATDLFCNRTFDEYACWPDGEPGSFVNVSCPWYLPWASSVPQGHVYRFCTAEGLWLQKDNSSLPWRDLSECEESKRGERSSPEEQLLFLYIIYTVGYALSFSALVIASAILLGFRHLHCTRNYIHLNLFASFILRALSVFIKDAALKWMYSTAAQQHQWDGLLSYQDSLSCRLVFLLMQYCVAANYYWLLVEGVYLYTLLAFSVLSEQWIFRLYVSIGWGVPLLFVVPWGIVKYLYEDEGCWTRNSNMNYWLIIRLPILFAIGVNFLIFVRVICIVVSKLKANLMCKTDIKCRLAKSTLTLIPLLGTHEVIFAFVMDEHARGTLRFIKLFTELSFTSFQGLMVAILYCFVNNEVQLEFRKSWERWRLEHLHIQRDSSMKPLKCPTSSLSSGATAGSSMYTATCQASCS
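Inverse agonists were sought by their lowering of basal cAMP reporter luciferase output in HEK293 cells stably carrying constitutively active human GLP-1R, after 24 h compound treatment.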
Numbers without * were called inactive; i = inactive; ? = inconclusive; . = not tested or not shown; & = joins results of further samples; [ ] = dose if it differs, or a comment. Unless noted, the call rests on the fitted dose curve; in most records, active means well fitted curve in the direction sought with a large enough effect; inconclusive means small, poorly fitted or top-dose-only effect, or another doubt; inactive means no such curve, though single readings can be large; an effect the other way counts as inactive or inconclusive. Some of the compounds tested, so the mix of outcomes need not match the whole.

SMILES	PTHR1 agonist	MmCpn inh	FUS yeast rescue	aSyn yeast inh	HEK293 tox	TDP-43 yeast inh	pAkt inh	Abeta rescue	GLP1R inv ag
COc1ccc(Br)cc1/C=N/NC(=O)c1cccc(S(=O)(=O)N2CCOCC2)c1	-29%	-11%	6%	0%	-6%	.	i	7%	-21%
Cc1cc(=O)[nH]c(=S)n1-c1ccccc1	-24%[57.5 µM]	4%	-7%	-7%	2%	-12%	i	9%	3%
Cc1ccc(C(=O)Nc2cccc(Oc3ccccc3)c2)o1	-22%[57.5 µM]	0%	?	-1%	-11%	16%	i	-15%	?
COc1cccc(NC(=S)N(CCc2ccc(OC)c(OC)c2)Cc2ccccn2)c1	-24%	-1%	30%	0%	-14%	.	i	8%	-12%
CCC(C(=O)OC)n1cnc2c(oc3ccccc32)c1=O (configuration not stated)	-8%	0%	-27%	1%	-1%	1%	.	-31%	-1%
CCCc1cc(=O)[nH]c(SCC(=O)Nc2ncc(S(=O)(=O)c3ccc([N+](=O)[O-])cc3)s2)n1	-42%[inhibitor]	2%	20%	7%	20%	4%	i	1%	?
Cc1ccc(CN(C)C(=O)CCNS(=O)(=O)c2ccccc2)o1	i	1%	-6%	0%	-3%	8%	i	3%	-4%
Cc1ccc(S(=O)(=O)N2CCC(C(=O)Nc3cc(C(F)(F)F)ccc3N3CCOCC3)CC2)cc1C	-1%	-2%	-3%	-2%	-10%	13%	i	13%	13µM*
Cc1cccc(NC(=O)CNC(=O)CCNC(=O)c2ccc(C(C)(C)C)cc2)c1C	-15%	-2%	24%	-1%	-4%	4%	i	-24%	?
CC1NC(=O)NC1CCCCCC(=O)NCCc1ccccc1 (configuration not stated)	-3%	0%	7%	0%	7%	-17%	i	-11%	-3%
Cc1oc(/N=C/c2ccc(Cl)cc2)c(C#N)c1C	-20%	-2%	32%	-2%	12%	0%	i	-9%	6%
CS(=O)(=O)N(CC(=O)N1CCN(c2cccc(Cl)c2)CC1)c1ccccc1	-37%[inhibitor]	-1%	9%	?	-2%	-13%	i	24%	20%
Cc1ccc(C(=O)COC(=O)c2cc(-c3ccc(Cl)cc3)nc3ccccc23)cc1	i	.	-19%	.	0%	0%	.	-16%	8%
Cc1cc(NC(=O)CSc2nnc(-c3c[nH]c4ccccc34)n2-c2ccc(Cl)cc2)no1	i	-1%	17%	1%	-9%	-4%	i	10%	-9%
CN(C)c1oc(-c2ccccc2Cl)nc1P(=O)(c1ccccc1)c1ccccc1	-19%[57.5 µM]	-2%	?	20%	1%	?	i	-16%	?
COc1ccc(CC(=O)c2ccc(OC)c(OC)c2C)cc1OC	-32%	1%	.	8%	15%	22%	i	0%	48%[activator]
CCn1c(C)nnc1SCC(=O)NC1CCCCCC1	i	?	-25%	-5%	3%	-6%	i	7%	21%
O=C(/C=C/c1ccccc1Cl)Nc1ccc2c(c1)C(=O)NC2=O	28%	0%	6%	0%	9%	3%	i	4%	-28%
Cc1ccc(S(=O)(=O)Nc2cccc(-c3cn4cccc(C)c4n3)c2)c(C)c1	i	.	?	.	-10%	19%	.	-6%	?
O=C(CCC(=O)c1cccs1)NCc1ccc(F)cc1	i	1%	8%	2%	-6%	17%	i	4%	7%
COc1ccc(S(=O)(=O)Nc2cccc(C(C)=O)c2)cc1Br	?	0%	15%	2%	6%	0%	i	-14%	-14%
Cn1c(=O)[nH]c(=O)c2c1nc(SCCN1CCCCC1)n2Cc1ccccc1	-15%	-1%	29%	8%	-16%	-3%	i	11%	5%
Clc1ccccc1C1SCC2Nc3ccccc3CN21 (configuration not stated)	i	0%	19%	-12%	-22%	20%	i	3%	?
C=CCOc1c(Cl)cc(Cl)cc1S(=O)(=O)NCCO	-28%	.	-17%	1%	4%	3%	i	28%	-1%
CCOC(=O)c1cccc(NC(=O)CCn2nnc3ccccc32)c1	i	-1%	21%	2%	7%	-14%	i	22%	2%
O=C(C1CC1)N1N=C(c2ccccc2)CC1(O)C(F)(F)C(F)(F)F (configuration not stated)	i	2%	13%	0%	-5%	-7%	i	3%	?
COc1cccc(C(O)c2ncc(-c3ccc(Cl)cc3)[nH]2)c1 (configuration not stated)	-95%[inhibitor]	.	-14%	0%	3%	1%	i	-12%	?
CCNc1nc(SC(C)C(=O)OC)nc(N(C)C)n1 (configuration not stated)	14%	-1%	-25%	-5%	1%	2%	i	-3%	7%
O=C(C[n+]1ccccn1)c1ccccc1	i	-5%	31%	-3%	12%	4%	i	6%	12%
CCN(CC(=O)Nc1ccc(NC(C)=O)cc1)C(=O)c1cc(CN2C(=O)c3ccccc3C2=O)ccc1OC	i	1%	26%	1%	-5%	-17%	i	-4%	8%
Cc1cc(-c2ccc(C)c(S(=O)(=O)NCCc3ccc(S(N)(=O)=O)cc3)c2)on1	-35%[inhibitor]	-4%	15%&21%	5%	-45%&-1%	8%&11%	i	0%	44%&5%[activator]
CCOc1ccc(-n2c(=O)c3sc4ccccc4c3n(Cc3cccc(C)c3)c2=O)cc1	-14%	.	-8%	.	-1%	-18%	.	-17%	3%
CCOC(=O)C1=C(CSc2nc(-c3ccccc3)ccc2C#N)OC(N)=C(C#N)C1c1cccnc1 (configuration not stated)	-36%[inhibitor]	-16%	?	9%	136%[activator]	12%	i	-3%	31%[activator]
Cc1ccccc1NC(=O)Cn1c(NCC(C)O)nc2ccccc21 (configuration not stated)	-49%[inhibitor]	4%	-11%	1%	-2%	-1%	i	-13%	15%
Cc1cccc(Cn2c(C(=O)OC(C)C)cc3c2ccn3C)c1	-9%[57.5 µM]	1%	5%	2%	3%	8%	i	-19%	5µM*
CCOC(=O)C1CCCN(S(=O)(=O)c2ccc(NC(C)=O)cc2)C1 (configuration not stated)	-1%	-1%	-37%	-1%	3%	16%	i	9%	15%
COc1ccc(-c2ccc(SCC(=O)N3c4ccccc4CC3C)nn2)cc1OC (configuration not stated)	-34%[inhibitor]	-1%	20%	1%	?	-3%	i	1%	84%[activator]
COc1ccc(-c2nc3c4ccccc4ccn3c2CN2CCOCC2)cc1OC	-25%	-3%	-7%	-4%	-20%	15%	i	25%	28%
Oc1ccc(/C=N/N2CCN(c3ccccn3)CC2)cc1	-11%	2%	2%	-9%	-5%	-6%	i	2%	8%
CCOc1cccc2cc(C(=O)NCc3ccc(Cl)cc3)c(=N)oc12	-24%	-4%	.	-1%	-3%	9%	i	2%	13%
CN(C)c1ccc(/C=C/C(=O)c2ccc(O)cc2)cc1[N+](=O)[O-]	-19%	-1%	14%	-2%	?	-3%	i	-3%	?
COc1ccc(NC(=O)c2ccc(C)cc2)cc1	-37%[inhibitor]	0%	-9%	11%	-20%	15%	i	1%	?
CCN(C(=O)CSc1nnnn1C)c1c(N)n(Cc2ccccc2)c(=O)[nH]c1=O	i	1%	10%	-5%	-1%	-15%	i	?	-6%
COc1ccccc1CNC(=O)CSCc1nc(-c2ccc(OC)c(OC)c2)oc1C	-59%[inhibitor]	.	16%	.	1%	0%	.	-8%	21%
O=c1[nH]c(Nc2ccccc2)cc2ccccc12	i	-3%	20%	-5%	63%[activator]	?	i	-12%	-1%
CCOC(=O)c1sc(NC(=O)c2cccc(S(=O)(=O)N(CC)CC)c2)cc1C	i	2%	33%	-1%	-2%	-16%	i	26%	0%
COc1ccc(C2c3c(ccc4ccccc34)Oc3ncn4nc(-c5ccco5)nc4c32)cc1OC (configuration not stated)	i	-14%	-4%	1%	-1%	17%	i	7%	27%
COc1ccc(NC(=O)C(CCS(C)(=O)=O)N2C(=O)c3ccccc3C2=O)cc1 (configuration not stated)	i	-4%	23%	-6%	5%	-19%	i	-15%	4%
CN(C1CCS(=O)(=O)C1)S(=O)(=O)c1ccccc1 (configuration not stated)	i	0%	-8%	0%	-12%	0%	i	1%	13%
COc1cccc(CNS(=O)(=O)/C=C/c2ccc3c(c2)OCO3)c1	-9%[57.5 µM]	0%	-9%	2%	-12%	16µM*	i	6%	-4%
N#Cc1c(NC(=O)CSc2nc3c(c(C(F)(F)F)n2)CCc2ccccc2-3)sc2c1CCCC2	i	0%	10%	-4%	-7%	-12%	i	9%	8%
CCc1nc(C)cn1S(=O)(=O)c1ccc(Cl)c(Cl)c1Cl	-23%	2%	-17%	-6%	66%	12%	i	-21%	?
COC(=O)c1cccc(NC(=O)C(C)N2C(=O)c3ccccc3C2=O)c1 (configuration not stated)	i	-1%	1%	2%	-18%	-6%	i	11%	-6%
Cc1c(C)c2c(cc(C)c3c(-c4ccc(Br)cc4)coc32)oc1=O	-4%	.	-16%	.	8%	6%	.	17%	4%
Cc1cc(NC(=O)c2c(-c3c(Cl)cccc3Cl)noc2C)n(C)n1	-18%	-4%	-3%	0%	-1%	-15%	i	-18%	13%

3 compounds out of the list, arranged by count of non-hydrogen atoms, high to low.
SMILES	PTHR1 agonist	MmCpn inh	FUS yeast rescue	aSyn yeast inh	HEK293 tox	TDP-43 yeast inh	pAkt inh	Abeta rescue	GLP1R inv ag
COc1cccc(CNS(=O)(=O)/C=C/c2ccc3c(c2)OCO3)c1	-9%[57.5 µM]	0%	-9%	2%	-12%	16µM*	i	6%	-4%
CCc1nc(C)cn1S(=O)(=O)c1ccc(Cl)c(Cl)c1Cl	-23%	2%	-17%	-6%	66%	12%	i	-21%	?
CN(C1CCS(=O)(=O)C1)S(=O)(=O)c1ccccc1 (configuration not stated)	i	0%	-8%	0%	-12%	0%	i	1%	13%

Source: PubChem (National Center for Advancing Translational Sciences (NCATS))
